Screens from PubChem.
hcGAS inh: blocks human cGAS activity; 0.081% of 290,000 active; recombinant h-cGAS, ATP depletion, Kinase-Glo luminescence; inhibition, % at 12.5 µM; AID 1259398;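 also: 0% = vehicle reaction and 100% = reaction without DNA for no activity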
Target sequence (Q8N884 whole entry, looked up): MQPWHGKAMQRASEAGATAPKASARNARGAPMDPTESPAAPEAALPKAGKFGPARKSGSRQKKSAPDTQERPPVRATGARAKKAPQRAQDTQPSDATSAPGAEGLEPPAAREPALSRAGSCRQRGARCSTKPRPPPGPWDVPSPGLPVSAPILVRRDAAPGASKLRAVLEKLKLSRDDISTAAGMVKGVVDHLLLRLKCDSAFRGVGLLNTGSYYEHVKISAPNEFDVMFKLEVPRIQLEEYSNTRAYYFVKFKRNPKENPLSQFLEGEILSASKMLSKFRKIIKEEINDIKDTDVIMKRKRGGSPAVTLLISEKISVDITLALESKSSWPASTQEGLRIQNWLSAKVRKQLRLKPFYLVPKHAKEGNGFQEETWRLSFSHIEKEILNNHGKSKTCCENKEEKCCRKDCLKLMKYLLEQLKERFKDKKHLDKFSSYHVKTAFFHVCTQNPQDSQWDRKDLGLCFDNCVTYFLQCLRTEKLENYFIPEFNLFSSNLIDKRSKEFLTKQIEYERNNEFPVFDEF
NPYLR7 ag: mosquito NPYLR7 agonism; HEK293T NPYLR7/Galpha15, GCaMP6s calcium fluorescence; activation, % at 10 µM; 0.15% of 270,000 active; AID 1259423; in the data active = activation above about 40%;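 also: 0% = vehicle and 100% = reference agonist at the receptor; some compounds past the cut are filed as inactive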
mcGAS inh: mouse cGAS inhibition by luminescence; Q8C6L5; recombinant cGAS, Kinase-Glo ATP depletion luminescence; inhibition, % at 12.5 µM; 0.15% of 160,000 active; AID 1259399;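 also: 0% = negative control wells and 100% = reference inhibitor with no enzyme activity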
* marks the source's active call; other numbers are inactive results; / = not tested or not shown; & = joins results of further samples. Rule as the data show it, unless noted: active = inhibition above about 40%; inactive = the rest.

Results follow in this order: hcGAS inh | NPYLR7 ag | mcGAS inh
> COC1CCC12CCN(C(=O)CC1CCN(C(C)=O)CC1)CC2 (centres undefined)
  -1 | / | -3
> COc1cccc(Cc2nsc(N(CCC(=O)NCC(C)C)C(C)C)n2)c1
  -4 | -9 | -3
> COc1cccc(Cn2ccnc2CNCC2CC2)c1
  -5 | 9 | -6
> Cc1c(O)ccc2c1O/C(=C\N1CCN(C)CC1)C2=O
  -8 | -9 | -10
> Cc1noc(C)c1CSCC(=O)NC(C)c1ccc2ccccc2c1 (centres undefined)
  -5 | 0 | /
> CCOC(=O)c1c(-c2ccccc2)csc1NC(=S)NC(=O)N(C)C
  -4 | -5 | -6
> Cc1cccn2cc(C(=O)N3CC[C@@H](c4ccc5c(c4)OCO5)[C@H](O)C3)nc12
  0 | 3 | -16
> CN=C1SC(CC(N)=O)C(=O)N1C (centres undefined)
  -5 | 3 | /
> COc1ccc(NC(=O)CCN2C(=O)c3ccccc3C2=O)c(OC)c1
  -3 | 2 | -4
> COc1ccc(-c2csc(=Nc3ccccc3)n2C)cc1
  0 | -7 | /
> CCOCCCNC(=O)c1cc(NC(=O)Nc2cccc(Cl)c2Cl)ccc1N1CCCCC1
  -3 | 18 | -3
> O=C(NCc1cccs1)c1cc(=O)c(OCc2ccccc2)c[nH]1
  -3 | 3 | /
> O=C(COCc1ccccc1)N1CCN(Cc2cccc(-c3noc(-c4cccc(C(F)(F)F)c4)n3)c2)CC1
  -4 | 31 | -3
> CC(C)N(C(C)C)C(C(=O)NC1CC(C)(C)N(C)C(C)(C)C1)c1ccccc1 (centres undefined)
  2 | 1 | -2
> O=S(=O)(NCc1ccco1)c1cccc2nsnc12
  -6 | 11 | -3
> CCO/C(=C/c1oc2ccc(OC)cc2[n+]1C)CC
  -5 | -9 | /
> CN1CCN(Cc2n[nH]c(=O)n2CCc2ccccc2F)CC1
  3 | 7 | /
> COC(=O)c1cccc(CSc2nc3cc(S(=O)(=O)N4CCCC4)ccc3n2CC2CCCO2)c1 (centres undefined)
  -9 | 9 | -4
> Nc1c(C(=O)c2ccc(Br)s2)oc2ccccc12
  -8&-2 | 10&11 | /
> CC(C)NC(=O)Cn1ccnc1CCN1C(=O)c2ccccc2C1=O
  -8 | 9 | /
> O=C(c1ccncc1)c1c(Nc2ccc(F)cc2)[nH]c(=O)c2ccccc12
  2 | 1 | /
> COC(=O)CN(C)C(=O)C1CCC(=O)N(CCc2cccc(F)c2)C1 (centres undefined)
  -5 | 7 | -11
> COc1ccccc1N1CCN(c2ccc(NC(=O)C3CCC3)cc2C(=O)NCC2CCCO2)CC1 (centres undefined)
  0 | -1 | -5
> O=C(c1cc(Cn2ccc3ccccc32)[nH]n1)N1Cc2ccccc2C1
  -8 | 9 | -11
> Cc1csc(SCc2cc(=O)c(OC(=O)c3ccccc3[N+](=O)[O-])co2)n1
  -6 | -5 | -4
> COc1ccc(C2=NN(C(=O)CN3CCN(c4ccccc4F)CC3)C(c3ccccc3C)C2)cc1 (centres undefined)
  -4 | -1 | -5
> COc1cc(C(C)=O)ccc1OCC(O)Cn1cncn1 (centres undefined)
  -5 | 4 | /
> COc1ccc(CCN(C)c2cc(Oc3ccc(Cl)c(C)c3)ncn2)cc1OC
  -2 | -7 | -8
> c1ccc(CN2CCCC(NCc3ccc(OC4CCCC4)cc3)C2)nc1 (centres undefined)
  -6 | 4 | -11
> Cc1ccc2c(=O)c(C(=O)N3CCC(C)CC3)c[nH]c2n1
  2 | -4 | 1
> O=c1c(Sc2ccccc2)c(O)nc(-c2ccccc2)n1-c1ccccc1
  6 | 1 | /
> CC(=O)Nc1ccc(NC(=O)c2nnn(-c3cc(C)cc(C)c3)c2N)cc1
  -11 | 6 | -7
> COc1ccc2c3c1CN(S(=O)(=O)c1cn(C)cn1)CC3=CC(C)(C)CO2
  3 | 4 | -5
> COc1ccc(-n2ncc(Oc3ccc4c(c3)CCC4)c(Nc3cccc(C(=O)NCc4ccco4)c3)c2=O)cc1
  -7 | 12 | -5
> O=C(CSc1nc(=O)n(Cc2cccnc2)c2c1CCC2)N1CCCCC1
  -6 | -2 | -9
> OC1(c2ccc3ccccc3c2)CCN(Cc2ccccc2)C1 (centres undefined)
  -6 | 4 | /
> C=CCN1CC(c2nc3ccccc3n2CCOc2ccc(C)cc2)CC1=O (centres undefined)
  -6 | 2 | /
> Cc1ccccc1C1c2ccsc2CCN1C(=O)CN(Cc1ccco1)S(=O)(=O)c1ccc(F)cc1 (centres undefined)
  -3 | 6 | -3
> COc1cc2c(cc1OC)C(c1ccccc1Cl)N(C(=O)COc1ccc(Cl)cc1)CC2 (centres undefined)
  -6 | -1 | -9
> O=C(O)c1cc(-c2ccccc2Cl)n[nH]1
  -5 | 0 | /
> Cc1nc(C(C)NC(=O)c2cccc(NCc3ccc(C)s3)c2)n[nH]1 (centres undefined)
  -4 | 7 | -18
> O=C(NC1CCN(c2ccccc2C(=O)NCCc2cccs2)CC1)c1ccc(F)cc1
  -7 | 16 | -5
> CC(C)NC(=O)CN(C)Cc1nc2cc(F)ccc2o1
  -7 | 9 | /
> Oc1ccc(/C=C(/Cl)c2ncc(-c3ccc(F)cc3)o2)cc1
  -1 | 0 | /
> Cc1ccc(-c2nc3n(c2CNC(=O)c2ccc(F)c(F)c2)CCS3)cc1
  -4 | 11 | /
> O=C(Cc1ccc(F)cc1)Nc1ccc(Nc2cc(-n3cccn3)ncn2)cc1
  -4 | -11 | -8
> CCCNC(=O)COc1ccc(-c2nc3ccccc3o2)cc1CN1CCOCC1
  -4 | 23 | -4
> Cc1ccc(CN2CCN(c3nccc(N4CCC(O)CC4)n3)CC2=O)cc1
  -4 | 16 | /
> CCC(C)NC(=O)c1cc(NC(=O)Nc2ccccc2Br)ccc1N1CCCC1 (centres undefined)
  -6 | / | -6
> CCc1nnc(NC(=O)c2cc(Br)ccc2O)s1
  2 | 4 | /
> CCOC(=O)c1ccc2c(c1)nc(SCc1ccccc1C(F)(F)F)n2Cc1ccco1
  -8 | 6 | -6
> O=C(O)c1ccc(N2CCSCC2)c(NS(=O)(=O)c2ccc3c(c2)OCCO3)c1
  -8 | 6 | /
> C[C@@]1(C(=O)Nc2ccc(F)nc2)CCCN1c1nc(Nc2cc(C3CC3)[nH]n2)c2cccn2n1
  -5 | -12 | -7
> NC(=O)c1cccc(CSCc2nnc(Cc3ccccc3)o2)c1
  -3 | 5 | /
> COc1cccc(C(=O)N(Cc2csc(COc3cccc(C)c3)n2)C(C)C)c1
  -9 | 16 | -7
> O=C(C(c1ccccc1)C1CCCCC1)N1CCCC1c1nnc2c(C(F)(F)F)cccn12 (centres undefined)
  -5 | -10 | /
> CN(Cc1ccc(Br)s1)C(=O)c1ccc(=O)[nH]n1
  -8&7 | 8&-18 | /
> O=C(O)c1ccc(S(=O)(=O)N2CCCc3ccc(F)cc32)cc1
  -7 | -3 | /
> Cc1ccnc(CC(C)N(C)C(=O)c2csc(C)n2)c1 (centres undefined)
  -7 | 0 | /
> CCS(=O)(=O)Oc1cc(CN(C(=O)Nc2ccc(F)cc2F)C(C)C)ccc1OC
  -5 | 1 | -5

Arranged by SMILES length (highest first): five of the compounds above.
Results follow in this order: hcGAS inh | NPYLR7 ag | mcGAS inh
> C[C@@]1(C(=O)Nc2ccc(F)nc2)CCCN1c1nc(Nc2cc(C3CC3)[nH]n2)c2cccn2n1
  -5 | -12 | -7
> CC(C)N(C(C)C)C(C(=O)NC1CC(C)(C)N(C)C(C)(C)C1)c1ccccc1 (centres undefined)
  2 | 1 | -2
> Cc1ccc(-c2nc3n(c2CNC(=O)c2ccc(F)c(F)c2)CCS3)cc1
  -4 | 11 | /
> Cc1ccnc(CC(C)N(C)C(=O)c2csc(C)n2)c1 (centres undefined)
  -7 | 0 | /
> CC(C)NC(=O)CN(C)Cc1nc2cc(F)ccc2o1
  -7 | 9 | /

Continuation:
Results follow in this order: hcGAS inh | NPYLR7 ag | mcGAS inh
> Cc1nn(C)c(C)c1S(=O)(=O)N1CCCC(C(=O)c2cccc(C(F)(F)F)c2)C1 (centres undefined)
  -7 | 4 | -9
> COc1cccc(/C=C/C(=O)NCc2sccc2C)c1OC(F)F
  -1 | 7 | -4
> Cc1cc(N2CCN(c3cccc(C(F)(F)F)c3)CC2)nc(SCc2ccc(C(=O)N3CCOCC3)cc2)n1
  -7 | 3 | -6
> COc1cccc(F)c1-c1cc(C(=O)N2CCCC2)ccn1
  -7 | 8 | /
> CN(C)c1ccc(NC(=O)C2CCCC2)cc1CN(CC1CC1)C(=O)c1ccc(F)cc1
  -6 | / | -2
> CC(C)COc1nc(-c2ccc(C(F)(F)F)cc2)n(-c2cccc(NC(=O)c3ccco3)c2)n1
  0 | 5 | -4
> O=C1NC(=S)N/C1=C\c1ccc(I)o1
  -4 | -2 | -3
> COCCN(Cc1ccc(OS(C)(=O)=O)cc1)C(=O)c1c(OC)cccc1OC
  -12 | -4 | -5
> CSc1ccc(COc2coc(CN3CCN(C(=O)c4cc(C)nn4C(C)(C)C)CC3)cc2=O)cc1
  -2 | 14 | -3
> Cc1ccc(-n2c(NN)nc3c(c2=O)C2(CCCCC2)Cc2ccccc2-3)cc1
  -12 | 2 | -8
> O=C1CON=C(Cc2ccccc2)N1Cc1ccccc1
  8 | -2 | /
> CC(CO)(CO)NC(=O)CCSc1ccc2c(c1)OCCO2
  -4 | 2 | /
> CCCCNc1nc(Oc2ccc(C(=O)OC)cc2)nc(N(C)C)n1
  5 | 0 | /
> CCOC(=O)c1cncc(C#CCO)c1
  -4 | -1 | -2
> Cc1cccc(-n2c(SCC(=O)OCc3ccccc3)nnc2-c2cccs2)c1
  -3 | / | -6
> Cc1nccn1-c1cc(N2CCN(C(=O)c3ccccc3)CC2)ncn1
  3 | -18 | -3
> COc1ccc(N=c2oc3ccccc3cc2-c2nc3ccccc3[nH]2)cc1
  -6 | -1 | -5
> CCN(CCO)c1nc(Nc2ccc(C)c(C)c2)c2cnn(-c3ccccc3)c2n1
  0 | 0 | -2
> CCOC(=O)c1ccc(-n2c(C)cc3c(cnc4ncnn43)c2=O)cc1
  -4 | 0 | /
> CC(NC(=O)C(C)(C)C)C(=O)N(C)C1CCN(C)CC1C (centres undefined)
  -5 | 0 | -11
> COc1ccccc1-n1cc(C(=O)N(C)C2CCCN(Cc3ccccc3F)C2)cn1 (centres undefined)
  -5 | 2 | -10
> COc1ccccc1NC(=O)CN1C(=O)CSc2ccccc21
  -9 | -2 | -7
> CC(C)C(=O)NNS(=O)(=O)c1ccc(F)cc1F
  4 | 6 | /
> COC(=O)Cn1c(=O)cc(C)n(-c2ccc3c(c2)OCO3)c1=O
  -5 | 1 | -7
> O=C(NCc1ccc(F)cc1)c1nccnc1C(=O)N1CCCCCC1
  -17 | 0 | /
> CC1CCCN(S(=O)(=O)c2ccc3c(c2)nc(SCc2cccc(C#N)c2)n3C2CCCC2)C1 (centres undefined)
  -2 | -5 | -1
> CCCCC(=O)Nc1c(-c2ccc(Cl)cc2)nc2ccccn12
  -7 | -3 | -5
> CCC(NC(=O)c1cc(CN2CCOCC2)on1)c1ccnn1C (centres undefined)
  3 | 4 | /
> COc1ccccc1CCNC(=O)CN1CN(c2ccccc2)C2(CCN(C(=O)Nc3ccc(C(F)(F)F)cc3)CC2)C1=O
  -10 | 17 | -7
> CC(C1CCN(C(=O)Cn2ccc(=O)[nH]c2=O)CC1)N1CCN(C)CC1 (centres undefined)
  -9 | / | -4
> O=C(Nc1nc(C23CC4CC(CC(C4)C2)C3)cs1)c1ccc(=O)[nH]n1
  -17 | -4 | /
> Cc1ccc(C(C)C)c(OCC(=O)Nc2nccs2)c1
  -3 | -4 | -5
> CCN(CC)c1ccc2cc(C(=O)Nc3cc(Cl)ccc3OC)c(=O)oc2c1
  -7 | -8 | -5
> COC(C(=O)NCc1c(C)ncc2c1CCN(C(=O)/C=C/c1cccc(F)c1)C2)c1ccccc1 (centres undefined)
  5 | 0 | -16
> CCS(=O)(=O)Oc1ccc(CN(C(=O)Nc2ccc(C(F)(F)F)cc2)C(C)C)cc1
  -6 | -9 | -2
> Cc1cccc(N2CC(C)Cn3c2nc2c3c(=O)n(CC(=O)OCc3ccccc3)c(=O)n2C)c1 (centres undefined)
  0 | 3 | -2
> O=C(O)CCc1ccsc1
  -7 | 0 | /
> Cc1cccc(OCCN2CCC3(CCCO3)CCC2=O)c1C (centres undefined)
  -1 | -5 | /
> CCCc1nc(C(C)(C)N)no1
  -9 | 7 | /
> COc1cc(-c2nc3ccccn3c2N=Cc2cn[nH]c2-c2ccccc2)ccc1O
  -6 | -15 | /
> O=C(Nc1ccccc1N1CCCC1)c1cnc2n1CCCC2
  -8 | -22 | /
> Cc1cc(NC(=O)COC(=O)[C@@H](NC(=O)c2ccco2)C(C)C)no1
  -14 | 3 | /
> CCNC(=O)C1(C)CCCN1C(=O)c1cc(OC)c(OC)c(OC)c1 (centres undefined)
  -16 | 2 | -7
> COc1cccc(CN(Cc2ccc3c(c2)OCO3)Cc2nc(C(=O)NCc3cccnc3)co2)c1OC
  -1 | 10 | -2
> CN1CCc2ccccc2CC1=O
  1 | / | 0
> CC(=O)Nc1ccc(NC(=S)N2CC3CC4CC(C3)CC2C4)cc1
  -8 | 8 | /
> Cn1c(SCC(=O)Nc2cc(C(C)(C)C)no2)nnc1-c1ccco1
  -1 | 0 | /
> COC(=O)CCc1c(C)nn(-c2ccc(C(=O)Nc3cc(OC)ccc3OC)cc2)c1C
  -4 | -11 | -6
> Cc1cccc(NC(=O)Nc2ccc(Nc3ccc(-n4cccn4)nn3)cc2)c1C
  -2 | -2 | -8
> CC(C)(C)NC(=O)c1cc(-c2ccccc2F)n2nc(C(C)(C)C)cc2n1
  -8&-4 | -10&16 | -7&2
> CCN(CC)CCN(C(=O)c1ccnn1C)c1nc2c(Cl)cccc2s1
  -6 | / | -7
> COCCN1CC(C(=O)Nc2ccccc2C(=O)N(C)c2ccccc2)CC1=O (centres undefined)
  -3 | -1 | /
> COCCN1CC2=C(C1=O)C(c1cccc(OC)c1)NC(=O)N2C (centres undefined)
  -7 | -2 | -6
> Cc1ccc(C(=O)O)c(=O)n1C
  1 | -6 | /
